INS-1E GSIS act = primary screen for activators of insulin secretion dependent on glucose, INS-1E cells, GLuc reporter luminescence; INS-1E GLuc reporter insulin secretion, 2-3 h; activation, % at 16.6 µM; actives 0.61% (n = 370,000);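 active = lowest replicate activation of at least 40%, so every replicate reaches that level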;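 note: 0% = median of neutral control wells and 100% = median of IBMX positive control wells; some compounds called inactive have numbers as strong as hits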
PglD DTNB = blocks C. jejuni PglD acetyltransferase activity | purified PglD enzyme, DTNB colorimetric CoA detection | inhibition, % at 12.5 µM | actives 0.098% (n = 360,000) | AID 602405; in the data active = inhibition above about 16%, passing the limit was not always enough; note: strong numbers were not always called active
PAX8 inh HTS = inhibitors of PAX8 transcriptional activity in RMG-I cells | inhibition, % at 12.6 µM | actives 1.2% (n = 360,000) | RMG-I TPO-luciferase reporter, SteadyGlo, 24 h | AID 652154;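 active = mean replicate inhibition at least 60% with every replicate also reaching 60%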;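 note: luciferase light reporting Pax8 driven TPO promoter activity; plate controls were median of neutral control wells for no effect and mitoxantrone controls for full effect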
PGC1a acetyl inh = PGC1a acetylation modulation, inhibitor mode; U2OS PGC1a acetylation, AlphaScreen anti-acetyl-lysine; with virally co-expressed GCN5 acetyltransferase; inhibition, % at 15.6 µM; actives 0.17% (n = 350,000);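 active = every replicate shows inhibition of at least 40%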;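 note: 0% = neutral control wells and 100% = positive control wells; some results beyond the cut were filed as inactive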
LGR2 antag = blocks bursicon-induced cAMP signaling via Drosophila LGR2; HEK293 LGR2, CRE-luciferase, bursicon-stimulated, 4 h; inhibition, % at 9.99 µM; actives 0.35% (n = 380,000); AID 720647;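 active = drop in luminescence signal, shown as inhibition above about 50% in the replicate tests, limit read from the data, passing the limit was not always enough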;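 note: agonist challenge used bursicon conditioned medium at about half maximal strength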
Cneo AK release = Cryptococcus neoformans lysis via adenylate kinase release. actives 0.2% (n = 360,000). C. neoformans lysis, adenylate kinase release luminescence, 4 h; normalised: neutral wells 0, clomiphene wells 100. AID 651654. lysis activity, % at 15 µM;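 active = mean lysis activity across replicates of at least 80%, whatever share of replicates individually reach that level; inactive = mean lysis activity below 80%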
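read-out = cell lysis signal | test system = log-phase Cryptococcus neoformans yeast cells | input = cells at 5 × 10^6 per mL | medium = fresh YPD growth medium | signal = luminescent adenylate kinase detection reagent | timing = 4 h at 37 °C static, read 1 h later | dosing = single dose | controls = Clomiphene as positive lysis control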
ARNT TACC3 PPI = disrupts binding between human ARNT and TACC3; AlphaScreen His-ARNT PAS-B/GST-TACC3 binding, luminescence; TACC3 fragment carries E629A point mutation; inhibition, % at 9.99 µM; actives 0.66% (n = 390,000); AID 623870;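 active = mean inhibition of replicates at least 50% and at least half of replicates each reaching 50%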;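 note: 0% = complete ARNT plus TACC3 wells and 100% = ARNT alone without TACC3; many hits fall short of the cut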
C2C12 statin = suppressors of simvastatin-induced myotoxicity in C2C12 myotubes | ATP luminescence, 48 h; scaled: DMSO 0, geranylgeraniol control 100 | rescue of ATP level, % at 7.49 µM | actives 0.78% (n = 330,000);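 active = mean ATP rescue above about 67%, or every replicate alone reaching that limit, limit read from the data, passing the limit was not always enough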;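 note: myotubes were challenged with 10 µM simvastatin during compound exposure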
* marks the source's active call; other numbers are inactive results; · = no result given.

SMILES	INS-1E GSIS act	PglD DTNB	PAX8 inh HTS	PGC1a acetyl inh	LGR2 antag	Cneo AK release	ARNT TACC3 PPI	C2C12 statin
CC1OC(OC2C(CO)OC(OC3C(CO)OC(O)C(O)C3O)C(O)C2O)C(O)C(O)C1N[C@@H]1C=C(CO)[C@@H](O)C(O)[C@H]1O (stereo partly drawn)	12.3	2.7	1.2	-8.5	-44.7	-0.5	-3.4	9.6
Cc1cc(C)c(S(=O)(=O)N2CCOC2CNC(=O)C(=O)NCCCn2ccnc2)c(C)c1 (stereo not drawn)	-12.8	·	37.4	3.8	11.8	·	62.9*	·
Cc1c(NC(=O)Nc2ccccc2C(F)(F)F)c(=O)n(-c2ccccc2)n1C	36.7	6.1	19.9	-2.9	-17.8	-1.8	-0.2	-7.5
Cc1cc(NC(=O)CSc2nc(N)c(NC(=O)c3ccco3)c(=O)[nH]2)no1	1.4	5.4	-10.5	-1.5	-8.1	-1.4	-4.5	-2.5
C[C@@H]1CN([C@H](C)CO)C(=O)c2cc(NC(=O)c3ccncc3)ccc2O[C@@H](C)CCCCO[C@H]1CN(C)C(=O)Nc1ccc2c(c1)OCO2	2.3	0.3	·	-2.5	-14.4	-1.7	-3.3	·
Cc1cccc(C)c1Nc1nnc(SCC(=O)NC2CCS(=O)(=O)C2)s1 (stereo not drawn)	9.6	-5.9	-1.0	·	-17.2	6.8	-0.1	·
COc1ccc(-c2c(C#N)c(SCC(=O)Nc3ccccc3)nc3c2CCCC3)cc1	·	7.6	·	0.0	·	-2.0	-2.9	·
CCCN1C[C@@H](C)[C@H](OC)CN(C)C(=O)c2ccc(NC(=O)c3ccccc3F)cc2OC[C@H]1C	-9.6	-0.5	4.0	3.0	10.7	-1.2	3.4	7.1
Cc1nc(-c2ccc(F)cc2)c(CC(=O)Nc2ccc(C)c(S(=O)(=O)N3CCOCC3)c2)s1	-6.9	-5.0	2.1	-15.0	-11.4	0.4	-2.0	3.6
CC1(C(=O)NC2CCCC2)CCC(=O)N1Cc1ccc2c(c1)OCO2 (stereo not drawn)	17.0	-0.1	·	-31.7	-3.1	5.5	6.3	60.0
CCc1nc(SCC(=O)N2CCc3ccccc32)c2oc3ccccc3c2n1	37.9	·	7.1	1.4	11.2	·	9.8	·
N#Cc1cccc(CN2CCC(=O)N([C@H](CO)c3ccccc3)CC2)c1	-4.4	-1.1	-22.1	-6.4	1.8	-0.4	-1.8	0.5
N#Cc1nc(COc2ccc(F)cc2)oc1N1CCC(Cc2ccccc2)CC1	·	4.1	·	-6.6	·	-2.1	-1.2	7.6
COCc1cc(C)nc(OC)c1C(N)=O	15.4	·	2.1	4.4	7.1	·	22.0	·
COc1ccc(N(CC(=O)NC(C)(C)C)C(=O)CCC(=O)Nc2nccs2)cc1	3.0	1.6	-0.1	·	14.5	-1.8	-12.9	4.6

A draw from above in order of length of the SMILES, ascending.
SMILES	INS-1E GSIS act	PglD DTNB	PAX8 inh HTS	PGC1a acetyl inh	LGR2 antag	Cneo AK release	ARNT TACC3 PPI	C2C12 statin
N#Cc1cccc(CN2CCC(=O)N([C@H](CO)c3ccccc3)CC2)c1	-4.4	-1.1	-22.1	-6.4	1.8	-0.4	-1.8	0.5
Cc1cc(C)c(S(=O)(=O)N2CCOC2CNC(=O)C(=O)NCCCn2ccnc2)c(C)c1 (stereo not drawn)	-12.8	·	37.4	3.8	11.8	·	62.9*	·
Cc1nc(-c2ccc(F)cc2)c(CC(=O)Nc2ccc(C)c(S(=O)(=O)N3CCOCC3)c2)s1	-6.9	-5.0	2.1	-15.0	-11.4	0.4	-2.0	3.6

Carrying on.
SMILES	INS-1E GSIS act	PglD DTNB	PAX8 inh HTS	PGC1a acetyl inh	LGR2 antag	Cneo AK release	ARNT TACC3 PPI	C2C12 statin
O=C(NC(NC(=S)Nc1ccccc1C(=O)O)C(Cl)(Cl)Cl)c1ccccc1 (stereo not drawn)	·	6.2	·	0.9	·	-0.9	-5.9	·
CSc1ccc(CN(C)CC(=O)NCc2ccccc2)cc1	8.0	·	-2.8	1.2	-14.8	·	28.8	·
COc1cccc(-c2ccc([C@H]3[C@@H](CO)N4CCCCN(CC5CC5)C[C@H]34)cc2)c1	15.7	2.3	6.7	-34.5	-8.8	1.4	1.3	1.8
CC(=O)N1CCc2cc(S(=O)(=O)N3CCc4ccccc43)ccc21	-13.1	11.4	15.6	8.0	-2.5	-0.4	-4.7	-1.7
COc1ccc(CN2CCN(c3cccc(C)c3C)CC2)cc1OC	·	4.3	·	-6.2	·	0.7	-0.3	-2.4
O=C(C1CCCC1)N1CCCCN2[C@H](CO)[C@H](c3ccc(C#CC4(O)CCCC4)cc3)[C@@H]2C1	·	-2.5	-16.4	3.1	·	-2.9	1.1	·
COc1ccc(C(=O)Nc2cc(C(=O)O)cc(C(=O)O)c2)cc1Cl	-5.6	·	5.3	-15.2	22.9	·	-6.9	·
CCn1c(=O)c(=O)[nH]c2cc(C(=O)N3CCN(Cc4ccc5c(c4)OCO5)CC3)ccc21	-1.9	-4.4	-5.2	-0.1	27.0	-1.2	2.4	8.6
CC1CCCC(C)N1C(=O)/C=C/c1ccc(S(=O)(=O)N2CCOCC2)cc1 (stereo not drawn)	-36.6	-0.6	3.8	1.9	-12.3	·	-3.7	-12.5
O=c1c2ccccc2nc2c3ccccc3c(NCCO)nn12	9.4	0.4	-76.7	-7.1	-31.4	-1.4	21.0	-2.1
O=C(C[C@H]1C=C[C@@H](NC(=O)Nc2ccc(C(F)(F)F)cc2)[C@H](CO)O1)NCCN1CCCC1	8.7	1.8	-9.0	-6.4	-13.9	3.0	-14.2	3.4
Cn1c(=O)n(C)c2cc(NC(=O)c3ccc(F)cc3)ccc21	-7.2	-1.3	-23.6	-4.8	-7.8	1.1	-11.5	7.1
CCn1c(COc2ccc(C)cc2)nnc1SCc1nc2ccccc2[nH]1	-9.6	0.3	·	14.0	·	30.1	12.6	42.7
Cc1sc(-n2c(C)cc(C=O)c2C)c(C(=O)O)c1C	·	1.7	·	6.6	·	1.1	-21.4	2.1
CCCN(CCC)C(=O)Cn1c(=O)n(CCCC(=O)NCc2ccco2)c(=O)c2sccc21	-3.6	·	9.2	-1.7	2.0	·	-8.3	1.4
COC(=O)CN(c1cccc(C(C)=O)c1)S(C)(=O)=O	-5.6	-6.5	·	3.8	22.4	2.8	·	17.2
CS(=O)(=O)c1ccc(NC(=O)CN2C(=O)C3CCCCC3C2=O)cc1 (stereo not drawn)	-0.4	2.1	-0.8	·	10.1	2.4	-7.4	-3.1
O=C(N[C@@H](Cc1ccccc1)C(=O)O)c1cccnc1	3.8	2.7	0.7	-0.9	-2.8	-0.6	·	9.7
CCOc1ccc(C2=Nn3c(nnc3-c3ccc(OC)cc3)SC2)cc1	·	0.7	·	6.9	·	1.4	8.8	-23.4
O=C(C=Cc1ccccc1)c1ccc([N+](=O)[O-])cc1	·	-2.8	-17.5	1.2	-12.5	-0.6	1.3	-2.7
CC(C)C#Cc1cnc2c(c1)C(=O)N([C@H](C)CO)C[C@@H](C)[C@@H](CN(C)C(=O)Nc1ccc(F)cc1)O2	-9.8	2.4	·	1.7	3.3	-2.6	5.4	-4.6
COc1cccc(Nc2cc(N3CCOCC3)c3nonc3c2[N+](=O)[O-])c1	·	1.3	·	12.8	·	3.7	8.5	-7.3
Nc1nc2ccc(C(=O)NC3CCCCC3)cc2s1	·	1.7	·	-23.3	·	3.0	-3.3	0.2
CC1(C)C2CCC1(CS(=O)(=O)N1CCN(c3ccc(F)cc3)CC1)C(=O)C2 (stereo not drawn)	2.8	-2.0	-11.3	-2.6	9.1	-1.5	-22.4	-18.8
O=C(NC(=S)Nc1ccccc1[N+](=O)[O-])c1ccccc1Cl	-4.8	-4.1	-92.8	4.3	-60.1	2.2	-4.9	-6.2
CN1C(=O)c2oc3ccccc3c(=O)c2C1c1ccccn1 (stereo not drawn)	·	7.8	·	2.3	·	-7.1	2.8	-2.3
C/C(Cc1ccccc1)=N\NC(=O)CCCCCC(=O)N/N=C(\C)Cc1ccccc1	·	-2.8	·	10.0	·	-0.8	4.8	-9.4
Cc1cccc(NC(=O)Nc2ccc3c(c2)C(=O)N(C)[C@@H]2CC[C@@H](CC(=O)O)O[C@H]2CO3)c1	3.9	-2.1	10.1	-1.0	-13.7	-0.3	-3.7	0.2
COc1ccccc1-c1cn(CC[C@@H]2CC[C@H](NC(=O)CCN3CCCCC3)[C@@H](CO)O2)nn1	-4.9	0.7	-1.4	1.1	8.9	2.0	-0.1	7.5
COc1ccccc1NC(=O)CSC1=NCCN1	30.6	-7.4	7.5	-7.6	7.7	-1.7	4.7	5.1
O=C(CCCOc1ccccc1)Nc1nc2ccccc2[nH]1	10.7	·	-93.0	6.4	-34.8	·	-5.8	·
CCN(C(=O)c1ccc(NC(=O)C2CCCCC2C(=O)O)cc1)c1ccccc1 (stereo not drawn)	-17.5	2.1	-12.0	·	16.4	-0.7	·	12.1
C[C@H]1CN([C@@H](C)CO)C(=O)c2cc(NC(=O)Nc3ccc(C(F)(F)F)cc3)ccc2O[C@@H]1CN(C)C(=O)Nc1cccc2ccccc12	-1.8	-0.7	42.4	1.0	16.4	-0.1	4.0	25.5
O=C(NCc1cccc(C(F)(F)F)c1)c1ccc2nc([C@@H]3O[C@H](CO)[C@@H](O)[C@H]3O)[nH]c2c1	-8.0	2.9	19.6	·	-8.9	6.4	·	13.9
CC1CN=C(c2ccccc2)O1 (stereo not drawn)	6.8	1.5	-6.1	8.3	-17.4	2.5	-13.6	3.0
CSc1cccc(NC(=O)CNC(=O)c2ccc3c(c2)OCO3)c1	-2.0	3.3	1.3	·	-7.1	0.9	-0.7	1.4
Cc1cccc(C)c1OC(=O)Cc1ccccc1[N+](=O)[O-]	-11.4	1.9	-14.9	·	1.6	0.2	-3.5	4.4
COCC(=O)N[C@H]1C=C[C@H](CC(=O)NCc2ccc(Cl)cc2)O[C@@H]1CO	1.9	-1.3	13.9	-2.9	-6.0	4.5	-3.1	4.6
Cc1cc(C(=O)NNC(=O)CN2C(=O)NC3(CCCCC3)C2=O)c(C)o1	·	0.6	-8.9	3.5	-4.2	0.0	-2.8	-3.1
CC1CC1c1ccc(/C=C(\C#N)C(=O)Nc2cc(Cl)ccc2Cl)o1 (stereo not drawn)	-7.5	·	1.1	·	-16.0	·	5.8	·
Cc1cc2c(nn1)CCc1c-2no[n+]1[O-]	-4.0	2.3	7.9	-1.2	2.2	1.3	1.3	·
COc1ccc(C(=O)N/N=C/c2c(C)nn(-c3ccccc3)c2OC)cc1	16.4	·	-3.8	·	-2.8	·	13.8	·
CCC(C)OC1OC(CO)C(O)C(O)C1NC(C)=O (stereo not drawn)	15.5	·	8.1	·	-9.6	·	-5.1	·
CCCN(C)C[C@H]1OCCCC[C@@H](C)Oc2ccc(NS(=O)(=O)c3ccc(C)cc3)cc2C(=O)N([C@H](C)CO)C[C@@H]1C	-13.0	-1.8	4.1	-7.5	-9.7	0.4	0.1	·

Single records, from the list above.
Shown for O=C(CCCOc1ccccc1)Nc1nc2ccccc2[nH]1 = INS-1E GSIS act = 10.7; PglD DTNB = ·; PAX8 inh HTS = -93.0; PGC1a acetyl inh = 6.4; LGR2 antag = -34.8; Cneo AK release = ·; ARNT TACC3 PPI = -5.8; C2C12 statin = ·
Shown for CCCN(C)C[C@H]1OCCCC[C@@H](C)Oc2ccc(NS(=O)(=O)c3ccc(C)cc3)cc2C(=O)N([C@H](C)CO)C[C@@H]1C = INS-1E GSIS act = -13.0; PglD DTNB = -1.8; PAX8 inh HTS = 4.1; PGC1a acetyl inh = -7.5; LGR2 antag = -9.7; Cneo AK release = 0.4; ARNT TACC3 PPI = 0.1; C2C12 statin = ·

Assay outcomes (PubChem)
